XIAP displacement: XIAP antagonists, biochemical, IAP family, fluorescence polarization (AID 1018) | E3 ubiquitin-protein ligase XIAP (Homo sapiens) | XIAP BIR domain, fluorescence polarization peptide displacement; higher % means a stronger effect | one-dose displacement, % at 20 µM; IC50 in µM for titrated hits | hit rate 0.007% among 200,000; in the data active means displacement above about 50%; further: a part of the inactive calls stands beside numbers as strong as those of hits
Dengue-2 NS5 capping: Dengue-2 NS5 methyltransferase inhibitors, primary screen, biochemical, confirmation dose response (AID 588689); Genome polyprotein (Dengue virus type 2 (strain 16681-PDK53)); Dengue-2 NS5 methyltransferase capping enzyme assay, biochemical; higher % means a stronger effect; inhibition, % at 25 µM, or IC50 in µM where a hit was titrated; hit rate 0.3% among 340,000; in the data active means a potency from the dose series; inconclusive means inhibition above about 29% without an active follow-up result
Siah-1 displacement: Siah-1 peptide-binding antagonists, primary screen, biochemical, fluorescence polarization, rhodamine-plectin, uHTS (AID 1817). E3 ubiquitin-protein ligase SIAH1 (Homo sapiens). Siah-1 / rhodamine-plectin peptide fluorescence polarization; higher % means a stronger effect. displacement, % at 20 µM; hits with a dose series show IC50 in µM. hit rate 0.02% among 290,000;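 active means displacement of at least 50% at 20 µM, with a fluorescence ratio check between 0.3 and a set limit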;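 further: plate controls were Siah plus tracer with DMSO for no effect and tracer alone without Siah for full effect; strong numbers were not always called active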
RSV antiviral HEp-2: RSV antiviral activity via CPE protection, HEp-2 cells, primary 10 µM value included (AID 2391). HEp-2 cells, RSV-induced CPE inhibition; higher % means a stronger effect. CPE inhibition, % at 10 µM; hits with a dose series show IC50 in µM. hit rate 0.13% among 310,000; in the data active means a potency from the dose series; inconclusive means CPE inhibition mostly from about 23% at the one dose, without a potency; inactive means the rest, 99 in 100 with CPE inhibition below about 21%; further: strong numbers were not always called active
MgcRacGAP inhibition: MgcRacGAP GTPase-activating activity inhibitors, confirmation, biochemical, ADP Hunter fluorescence. Rac GTPase-activating protein 1 (Homo sapiens). MgcRacGAP-stimulated Rac1 GTP hydrolysis, ADP Hunter fluorescence; higher % means a stronger effect; GST-tagged Rac1 F28L mutant substrate. hit rate 0.6% among 340,000. one-dose inhibition, % at 30 µM; IC50 in µM for titrated hits;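 active means first-screen hits whose inhibition reached a set limit at any dose in the follow-up dose series; inconclusive means inhibition above the set first-screen limit but never retested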;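 further: fluorescence reports GDP produced by GAP-driven GTP hydrolysis; strong numbers were not always called active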
LYP inhibition: inhibitors of LYP phosphatase, biochemical, fluorescence intensity, uHTS (AID 1779) | recombinant LYP phosphatase, fluorescence intensity; higher % means a stronger effect | Tyrosine-protein phosphatase non-receptor type 22 (Homo sapiens) | hit rate 0.054% among 290,000 | inhibition, % at 11.5 µM; hits with a dose series show IC50 in µM; in the data active means inhibition above about 50%;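 further: plate controls were vehicle with enzyme for no effect and no enzyme for full effect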
SV40 large T antigen: SV40 large T antigen inhibitors, biochemical (AID 1903); SV40 large T antigen ATPase/helicase inhibition assay; higher % means a stronger effect; one-dose inhibition, % at 20 µM; IC50 in µM for titrated hits; hit rate 0.39% among 310,000; in the data active means a potency from the dose series; inconclusive means inhibition mostly from about 32% at the one dose, without a potency; inactive means the rest, 99 in 100 with inhibition below about 32%; further: strong numbers were not always called active
AID2073: inhibitors of Mint1-CaV2.2 protein interaction, biochemical, HTRF (AID 2073); Voltage-dependent N-type calcium channel subunit alpha-1B (Homo sapiens); HTRF protein-protein interaction, Mint1-CaV2.2; higher % means a stronger effect; inhibition, % at 20 µM, or IC50 in µM where a hit was titrated; hit rate 0.19% among 290,000; in the data active means inhibition mostly above about 51%, no sharp cut-off; inconclusive means no clear call, values can overlap the other calls; inactive means mostly below about 53%; further: some results filed as inactive read as strong as hits
HIV peptide binding: inhibitors of HIV fusion peptide binding, primary screen, biochemical, uHTS, fluorescence dequenching (AID 1986). inhibition, % at 20 µM; hits with a dose series show IC50 in µM. cell-free peptide binding, fluorescence dequenching, 30 min; higher % means a stronger effect. hit rate 0.3% among 290,000; in the data active means inhibition mostly above about 52%, no sharp cut-off; inactive means mostly below about 76%; further: some results filed as inactive read as strong as hits
* marks the source's active call; other numbers are inactive results; ? = inconclusive; nt = no result given.

Every second line gives: XIAP displacement	Dengue-2 NS5 capping	Siah-1 displacement	RSV antiviral HEp-2	MgcRacGAP inhibition	LYP inhibition	SV40 large T antigen	AID2073	HIV peptide binding
> COc1ccc(OC2C(=O)N(Cc3ccc4c(c3)OCO4)C2c2cccs2)cc1 (configuration not stated)
→ -3.7%	1%	6%	0.9%	7%	-6%	4%	1%	-2.9%
> CCOc1ccc(Nc2nnc(Cc3ccc(OC)cc3)c(=O)[nH]2)cc1
→ -0.9%	-1%	13%	0.6%	7%	-8%	9%	21%	-2.9%
> C/C(=C\c1ccc(Br)cc1)C(=O)c1c(C)cc(C)[nH]c1=O
→ nt	nt	1%	0.8%	12%	2%	13%	4%	0.8%
> CCCCOc1cccc(C2C(C(=O)c3ccc(C)o3)=C(O)C(=O)N2c2nnc(C)s2)c1 (configuration not stated)
→ nt	16%	-3%	nt	7%	-7%	nt	16%	27%
> Cc1ccccc1C(=O)Nc1cccc(NC(=O)c2ccc(-c3ccc(Br)cc3)o2)c1
→ -2.8%	7%	4%	?	16%	8%	10%	27%	3.2%
> Cc1cc(Br)ccc1NC(=O)c1sc2ncn(CC(=O)N3CCN(c4ccccn4)CC3)c(=O)c2c1C
→ nt	-1%	0%	?	11%	-2%	9%	18%	1.7%
> COc1cc(OC)cc(C(=O)Nc2ccccc2C(=O)N2CCCC2)c1
→ -5.0%	-1%	4%	1.9%	14%	-7%	16%	8%	1.5%
> O=C(Nc1nnc(SCc2ccc(Cl)cc2)s1)c1cnccn1
→ -2.5%	0%	6%	0.8%	10%	-2%	1%	14%	6.2%
> Cc1ccc(NC2=CC(=O)CC(C)(C)C2)cc1Cl
→ nt	-5%	8%	2.4%	10%	-5%	11%	1%	1.0%
> C=CCN1C(=O)/C(=C/c2ccc(OC)cc2)S/C1=N/c1nccs1
→ 0.2%	-3%	7%	0.3%	1%	1%	4%	2%	0.9%
> Clc1ccc(-c2csc(N3CCCCCC3)n2)cc1
→ nt	-5%	-6%	17%	10%	-6%	4%	-4%	0.5%
> COc1ccc(CCNc2nc(-c3ccc(F)cc3)c(CC(=O)O)s2)cc1OC
→ nt	-43%	-8%	1.2%	5%	-8%	8%	21%	11%
> COc1cc(/C=N/NC(=O)c2cc(C3CC3)[nH]n2)cc(OC)c1OC
→ nt	-14%	14%	0.2%	11%	-9%	9%	2%	2.7%
> O=C(COC(=O)Cc1ccsc1)NCC12CC3CC(CC(C3)C1)C2
→ -5.1%	-4%	3%	0.1%	8%	-5%	7%	-2%	0.9%
> CCc1nnc(SCCSc2nnc(CC)n2N)n1N
→ -5.6%	-1%	-5%	1.9%	0%	-9%	6%	1%	-2.0%
> Cc1cc(C)c2oc(C(=O)N(Cc3ccccc3)c3ccccn3)cc(=O)c2c1
→ nt	-2%	-2%	6.8%	10%	-2%	9%	0%	-1.1%
> O=C(Oc1ccc2c(c1)OCO2)c1ccc(Br)c(S(=O)(=O)N2CCOCC2)c1
→ -3.2%	-1%	-2%	0.2%	76µM*	-6%	1%	-9%	-0.6%
> COc1ccc2[nH]cc(/C=N/NS(=O)(=O)c3ccc(C)cc3)c2c1
→ nt	-7%	1%	-0.2%	10%	-6%	29%	?	-0.7%
> Cc1ccc(NC(=O)CN(C)S(=O)(=O)c2ccc3c(c2)c(=O)n(C)c(=O)n3C)cc1
→ nt	-7%	1%	1.3%	0%	-7%	-1%	-2%	-0.7%
> COc1ccccc1CN1CC(C(=O)N2CCCCCCC2)CCC1=O (configuration not stated)
→ nt	1%	-3%	1.5%	3%	-16%	18%	10%	0.3%
> CC(C)CNC(=O)c1cccc(NC(=O)COc2cccc([N+](=O)[O-])c2)c1
→ -7.0%	nt	-2%	4.0%	-1%	-8%	8%	11%	-1.3%
> COc1ccc2cc(-c3[nH]ncc3CNCCn3nc(C)cc3C)ccc2c1
→ -2.0%	-4%	0%	-0.4%	2%	-5%	23%	10%	-1.2%
> CN(CC(=O)NC1CCN(Cc2ccccc2)CC1)S(=O)(=O)c1ccc(Br)s1
→ nt	-2%	-6%	3.4%	-3%	-8%	-2%	5%	0.1%
> C#CCOCCOCCOCCNc1nc(N2CCN(C(=O)[C@H](CCC(=O)O)n3cc(C(N)CO)nn3)CC2)nc(N2CCN(C(=O)[C@H](Cc3ccc(O)cc3)n3cc(C(N)CC(C)C)nn3)CC2)n1 (some centres not stated)
→ -6.4%	nt	1%	0.3%	nt	-10%	2%	0%	2.2%
> Cc1ccccc1NC(=O)c1ccccc1O
→ -0.7%	-5%	-3%	-0.2%	7%	-6%	7%	-3%	-0.6%
> CCOC(=O)NC1(C(F)(F)F)NC(=O)N(c2cccc(C(F)(F)F)c2)C1=O (configuration not stated)
→ -1.4%	0%	4%	1.9%	-2%	-2%	11%	20%	-0.9%
> O=C(Nc1ccccc1)Nc1cc(S(=O)(=O)N2CCOCC2)ccc1N1CCCC1
→ -8.9%	-22%	-11%	0.3%	5%	2%	11%	-30%	-1.4%
> O=C(N/N=C/c1ccc([N+](=O)[O-])o1)c1ccc(O)cc1
→ -6.2%	-19%	11%	-1.4%	9%	-1%	7%	14%	22%
> COc1ccccc1NC(=O)C(Sc1ccccc1)c1ccccc1 (configuration not stated)
→ -5.2%	4%	2%	8.5%	-3%	6%	14%	7%	2.9%
> Cc1ccccc1N(CC(=O)NC1CCCC1)C(=O)CS(=O)CC(=O)Nc1ccc2c(c1)OCO2 (configuration not stated)
→ -4.5%	-10%	-2%	1.9%	6%	-9%	5%	-5%	-0.7%
> COC(=O)C(C)Sc1ccc2nnc(-c3cccc(F)c3)n2n1 (configuration not stated)
→ -1.9%	3%	-1%	1.5%	13%	-2%	0%	22%	0.3%
> CC1CC[C@@]2(OC1)O[C@H]1CC3[C@@H]4C[C@@H](O)[C@@]5(O)C[C@@H](O)[C@H](O)C[C@]5(C)[C@H]4CC[C@]3(C)[C@H]1[C@@H]2C (some centres not stated)
→ nt	-7%	4%	0.6%	5%	-8%	3%	10%	-1.6%
> COc1cccc(/C=N/n2c(=S)n(C)c3ccccc32)c1OC
→ -4.0%	-6%	-1%	0.6%	9%	-1%	18%	-2%	0.4%
> Cc1cc2ncn(/N=C/c3cccnc3)c2cc1C
→ -5.7%	-9%	-1%	4.9%	3%	12%	10%	4%	2.3%
> CC1=NN(C(=O)c2ccccc2)C(O)(c2ccc(Br)cc2)C1 (configuration not stated)
→ nt	7%	12%	11%	13%	-3%	13%	-1%	-2.5%
> CCC(=O)N1CC(C)C(=O)Nc2ccccc21 (configuration not stated)
→ -2.7%	-6%	-1%	1.8%	4%	-8%	2%	-1%	-0.8%
> O=C(O)CC(NC(=O)C1c2ccccc2Oc2ccccc21)c1ccc(Cl)cc1 (configuration not stated)
→ 2.7%	-2%	7%	1.0%	11%	3%	16%	1%	5.9%
> CCOc1ccc(-c2noc(=O)[nH]2)cc1
→ -3.3%	-6%	2%	1.5%	9%	-4%	6%	-6%	-1.7%
> CCOc1ccccc1-n1c(=O)c2ccccc2c2ccccc2c1=O
→ -1.4%	-4%	6%	0.8%	15%	-7%	5%	4%	1.8%
> O=C(Nc1ccc(S(=O)(=O)N2CCCCC2c2cccnc2)cc1)c1ccccc1F (configuration not stated)
→ -3.5%	-11%	-4%	15%	12%	-3%	2%	9%	-1.4%
> CC(C)c1ccc(NC(=O)[C@@H]2CCC(=O)N2C2OC(=O)c3ccccc32)cc1 (some centres not stated)
→ nt	-1%	6%	1.0%	-1%	-1%	nt	3%	-0.6%
> Cc1ccc(Cn2nnc3c(=O)[nH]c(C4CCN(S(=O)(=O)c5ccc(C)cc5)CC4)nc32)cc1
→ -2.0%	2%	-9%	33%	-2%	-8%	2%	0%	-0.5%
> O=C(Nc1ccc(N2CCOCC2)c(S(=O)(=O)Nc2ccc(Cl)cc2)c1)c1cnccn1
→ nt	-2%	2%	1.9%	-48%	-3%	15%	17%	-0.6%
> CCOC(=O)N1CCC2(CC1)C(C#N)=C(N)Oc1n[nH]c(C)c12
→ -4.5%	-6%	-4%	1.7%	11%	-10%	25%	-8%	-2.1%
> Nn1c(Cc2ccccc2F)nnc1SCn1nnc2ccccc2c1=O
→ 0.9%	-4%	33%	0.7%	4%	-6%	11%	-8%	-0.6%
> CCOC(=O)N1CCN(C(=O)CN(Cc2ccc(Cl)cc2)S(C)(=O)=O)CC1
→ -2.9%	-4%	0%	-0.1%	3%	-5%	-5%	3%	-1.9%
> CCN(CC)CCNC(=O)C1CCC(=O)N(c2ccc(OC)cc2)C1c1ccc(F)cc1 (configuration not stated)
→ -2.1%	-3%	2%	0.6%	6%	-6%	20%	-3%	3.0%
> Cc1c(Cl)cccc1NC(=S)NNS(=O)(=O)c1ccc([N+](=O)[O-])cc1
→ nt	-8%	-5%	1.7%	5%	0%	-5%	1%	-1.1%
> COc1ccccc1S(=O)(=O)Cc1ccc(C(=O)NCC(OC)OC)o1
→ nt	3%	4%	1.3%	7%	-6%	5%	13%	-2.1%
> O=C(CSc1nc(-c2ccco2)cc(C(F)(F)F)n1)N1CCN(c2cccc(Cl)c2)CC1
→ -5.9%	-5%	-5%	1.9%	10%	-7%	8%	9%	-2.7%
> Cc1cc(N2CCCCC2)nc(-c2ccc(Br)cc2)n1
→ -2.7%	-10%	-2%	8.8%	10%	-4%	7%	-2%	0.8%
> O=C(NNC(=O)c1ccccc1-n1cccc1)c1ccc(F)cc1
→ -4.6%	0%	-8%	0.0%	4%	-4%	-8%	22%	-1.7%
> COC(=O)c1cc(Cl)c(NS(=O)(=O)c2ccccc2)cc1OC
→ -1.8%	-6%	1%	17%	5%	0%	3%	37%	11%
> CCN(CC)S(=O)(=O)c1ccc(N2CCOCC2)c(NC(=S)NC(=O)c2ccco2)c1
→ nt	-6%	9%	6.0%	13%	-1%	34%	-37%	-2.1%
> O=S(=O)(c1cccc(Cl)c1Cl)N1CCCCC1
→ -0.6%	1%	3%	-1.8%	4%	2%	4%	0%	0.9%
> CC(C)NC(=O)NC(=O)COC(=O)CCCSc1nc2ccccc2s1
→ -9.4%	-2%	-4%	-0.6%	15%	-6%	21%	-13%	-0.5%
> O=C(Nc1cccc(S(=O)(=O)N2CCCCC2)c1)c1cnccn1
→ -4.3%	-5%	-5%	1.7%	1%	-8%	11%	-2%	-2.2%

Printed as active in MgcRacGAP inhibition (from the list above):
Every second line gives: XIAP displacement	Dengue-2 NS5 capping	Siah-1 displacement	RSV antiviral HEp-2	MgcRacGAP inhibition	LYP inhibition	SV40 large T antigen	AID2073	HIV peptide binding
> O=C(Oc1ccc2c(c1)OCO2)c1ccc(Br)c(S(=O)(=O)N2CCOCC2)c1
→ -3.2%	-1%	-2%	0.2%	76µM*	-6%	1%	-9%	-0.6%
